# From PubChem BioAssay
# SENP6 inh: inhibitors of human SENP6 protease; Q9GZR1; Recombinant SENP6 catalytic domain, aminoluciferin luminescence; inhibition, % at 10 µM; 330,000 compounds, 1.8% hits; AID 2599;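 active means inhibition above about 50% at the single tested dose, limit read from the data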;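 further: plate controls were DMSO wells with enzyme for no effect and DMSO wells lacking enzyme for full effect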
# Target sequence (Q9GZR1 628-1112 limits assumed): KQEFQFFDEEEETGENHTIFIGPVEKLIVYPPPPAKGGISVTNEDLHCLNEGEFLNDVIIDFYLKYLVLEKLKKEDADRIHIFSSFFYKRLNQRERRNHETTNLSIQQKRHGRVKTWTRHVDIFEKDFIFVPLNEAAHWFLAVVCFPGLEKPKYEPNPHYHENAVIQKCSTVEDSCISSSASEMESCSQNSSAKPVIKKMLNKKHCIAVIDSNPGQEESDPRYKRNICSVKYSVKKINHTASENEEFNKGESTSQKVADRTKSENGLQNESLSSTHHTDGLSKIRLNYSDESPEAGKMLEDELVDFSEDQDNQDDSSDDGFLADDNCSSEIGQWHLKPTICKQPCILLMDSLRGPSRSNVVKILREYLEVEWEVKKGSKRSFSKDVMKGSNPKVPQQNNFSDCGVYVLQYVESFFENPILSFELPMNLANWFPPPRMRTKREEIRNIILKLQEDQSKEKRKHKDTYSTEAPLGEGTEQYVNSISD
# Apaf1 inhib: blocks human Apaf-1 apoptosome activity | 330,000 compounds, 0.71% hits | inhibition, % at 20 µM | reconstituted apoptosome caspase-3 activity, DEVD-Rh110 fluorescence | O14727; active means inhibition of at least 40% at 20 µM;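 further: plate controls were DMSO wells for no effect and DEVD-CHO caspase inhibitor wells for full effect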
#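 System: Apoptosome proteins | Medium: Hepes pH 7.5 with detergent and BSA | Also added: Cytochrome c trigger plus (Z-DEVD)2-Rh110 caspase-3 substrate | Incubation: 30 min compound preincubation, 50 min activation, room temperature | Detection: Rhodamine 110 fluorescence at Ex 480/Em 540 nm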
# SENP7 block: inhibitors of human SENP7 protease; inhibition, % at 5 µM; recombinant SENP7, Z-RLRGG-aminoluciferin luminescence, 40 min; Q9BQF6; 330,000 compounds, 1.5% hits;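 active means inhibition above about 50% at the single test dose, limit read from the data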;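 further: plate controls were DMSO with enzyme for no effect and no enzyme buffer wells for full effect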
# Target sequence (Q9BQF6 706-1050 limits assumed): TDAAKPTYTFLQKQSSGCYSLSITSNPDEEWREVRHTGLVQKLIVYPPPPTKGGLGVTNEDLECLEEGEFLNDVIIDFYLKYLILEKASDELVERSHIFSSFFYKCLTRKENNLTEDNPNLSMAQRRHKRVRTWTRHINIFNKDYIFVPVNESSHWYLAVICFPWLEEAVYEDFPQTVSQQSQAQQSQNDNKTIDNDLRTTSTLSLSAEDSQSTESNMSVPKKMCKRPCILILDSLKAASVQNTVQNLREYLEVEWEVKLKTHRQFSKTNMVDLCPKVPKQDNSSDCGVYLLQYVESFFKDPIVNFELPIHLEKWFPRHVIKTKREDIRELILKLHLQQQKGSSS
# APOBEC3G inh: blocks human APOBEC3G single-stranded DNA deamination | Q9HC16 | recombinant A3G, ssDNA deamination FAM/TAMRA fluorescence | inhibition, % at 20 µM | 330,000 compounds, 0.28% hits | AID 493012;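 active means inhibition of at least 40% at 20 µM, with no more than 30% in the related APOBEC3A deaminase screen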;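 further: plate controls were DMSO wells with A3G for no effect and wells lacking A3G enzyme for full effect; some compounds called inactive have numbers as strong as hits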
# SENP8 block-1: blocks human SENP8 cleavage of Nedd8 substrate | recombinant SENP8, Nedd8 substrate fluorescence | AID 602440 | inhibition, % at 20 µM | 360,000 compounds, 0.64% hits | Q96LD8; in the data active means inhibition mostly above about 40%, no sharp cut-off; inactive means mostly below about 27%
# UBC13 polyUb: blocks human UBC13 polyubiquitin chain formation. P61088. TR-FRET. inhibition, % at 20 µM. 330,000 compounds, 0.47% hits. AID 485273; in the data active means inhibition above about 45%, passing the limit was not always enough
# Target sequence (P61088 whole entry, looked up): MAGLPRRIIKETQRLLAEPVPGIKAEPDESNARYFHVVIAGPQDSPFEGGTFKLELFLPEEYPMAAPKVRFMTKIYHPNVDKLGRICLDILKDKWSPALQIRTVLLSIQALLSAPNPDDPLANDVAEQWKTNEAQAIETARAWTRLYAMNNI
# SENP8 block-2: SENP8 protease inhibition. purified SENP8, Z-RLRGG-aminoluciferin cleavage, luminescence. 330,000 compounds, 1.2% hits. inhibition, % at 10 µM. Q96LD8. AID 2540; in the data active means inhibition above about 50%
# SENP1 inh: blocks the human SENP1 SUMO protease catalytic domain; recombinant SENP1 catalytic domain, CyPet-SUMO1-YPet FRET cleavage; 360,000 compounds, 0.21% hits; inhibition, % at 10 µM; Q9P0U3; AID 624204;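 active means inhibition at least 30% at 10 µM, raw YFP signal under a set limit, fluorescence ratio 0.5 to 1.5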;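 further: 0% = enzyme with DMSO and 100% = no enzyme wells; some results filed as inactive read as strong as hits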
#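 Assay system: hSENP1 catalytic domain, recombinant. Amount: SENP1 enzyme, 20 pM final. Schedule: 50 min reaction, RT, dark. Technique: FRET, CFP and YFP emission. Control set: no-enzyme wells low, DMSO-plus-enzyme wells high control.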
# * marks the source's active call; other numbers are inactive results; x = not tested or not shown.
SMILES,SENP6 inh,Apaf1 inhib,SENP7 block,APOBEC3G inh,SENP8 block-1,UBC13 polyUb,SENP8 block-2,SENP1 inh
CCCCN(CC)C(=O)c1ccc2c(c1)OCO2,-5,0,-10,-7,12,-6,-10,2
O=C(CCNC(=O)c1ccc(Cl)cc1)Nc1cccc(S(=O)(=O)N2CCCCC2)c1,2,12,-2,-6,-2,1,2,-2
FC(F)(F)c1ccccc1-n1c(CN2CCCCC2)n[nH]c1=S,8,-27,6,-9,12,19,-1,1
O=C(O)c1ccccc1Nc1ccccc1,-10,1,-10,-4,-2,-3,-1,0
Cc1nn(C(C)C(=O)Nc2sc3c(c2C#N)CCCC3)c(C)c1[N+](=O)[O-] (stereo unspecified),-34,8,-6,-11,8,3,0,3
COc1ccc(C(=O)/C(=C\N(C)C)n2nc(C)cc2C)cc1,18,-36,3,-12,19,13,3,-1
Cc1c(C(=O)N/N=C/c2ccncc2)nnn1-c1nonc1N,-30,-12,7,-6,0,2,-15,2
CC(C)(C)NC(=O)c1ccc(NC(=O)C2COc3ccccc3O2)cc1 (stereo unspecified),7,4,-7,-3,3,2,-1,1
O=C(c1ccc(N2CCCC2=O)cc1)N1CCN(c2ccccc2F)CC1,7,2,-6,-3,10,3,2,2
Cc1cc(Br)c(NC(=O)CN2CCCC2)c(Br)c1,-20,0,6,-4,7,2,-2,3
CCOc1cc(/C=N/NC(N)=O)cc(Br)c1OCc1ccccc1,3,14,6,-1,17,2,0,3
CC(C)c1ccc(C2C3=C(COC3=O)Nc3cc4c(cc32)OCO4)cc1 (stereo unspecified),-5,-7,-7,-12,-446,7,1,-4
CCc1cc(C(=O)Nc2ncccc2O)sc1C,66*,2,67*,-7,1,-1,40,2
CCc1cccc(NC(=O)C2CCCC2)c1,-2,2,-3,1,23,4,-5,3
Cc1ccccc1NC(=O)CN1C(=O)S/C(=C\c2ccc(-c3cccc(C(=O)O)c3C)o2)C1=O,-11,3,-5,-7,-296,-14,-2,-24
Cc1cc(F)ccc1S(=O)(=O)N1CCCOC1CNC(=O)C(=O)NC1CCCC1 (stereo unspecified),-11,-3,11,-12,3,-6,-3,-1
COc1ccc(NC(=S)NCc2cccs2)cc1OC,-45,3,8,-4,5,-8,1,-1
Cc1ccc(CS(=O)(=O)CC(C)(O)c2ccc(Cl)cc2)cc1 (stereo unspecified),-1,13,-2,16,8,-4,-7,3
Cc1ccc(/C=C2\SC(=S)N(CCCC(=O)Nc3nccs3)C2=O)cc1,11,8,-2,-3,27,-7,-6,1
COc1ccc2cnn(CCOc3ccccc3)c(=O)c2c1OC,7,-2,10,-6,-36,0,-12,-1
N#C/C(=N\Nc1cccc(F)c1)C(=O)C1CC1,18,-25,6,-10,35,3,10,3
O=C(NCc1cccnc1)c1ccc(COc2ccc(Cl)cc2Cl)o1,-2,-1,-1,-23,9,7,-1,2
CN(C)S(=O)(=O)c1ccc(N2CCCC2)c(C(=O)Nc2nc(-c3ccc(F)c(F)c3)cs2)c1,-6,6,-12,-4,-7,-4,-4,-1
CC(C)(C)c1ccc(OCC(=O)NCCN2CCOCC2)cc1,-22,-2,7,-12,2,6,-4,-1
Cc1ccc(C(=O)N(CC(=O)NC2CCCC2)c2ccc3c(c2)OCCO3)s1,-12,4,-2,-5,2,12,-6,2
O=C(O)CN1C(=O)CSC1=S,2,9,-3,-1,24,-2,-4,3
CC(C)N(C)CCOC(=O)c1ccc2c(c1)OCCO2,-1,-6,3,-2,3,3,-3,-1
C/C(=N\NC(=O)c1cc(-c2cccnc2)nc2ccccc12)c1ccccc1O,13,17,10,2,6,-15,9,2
O=C(CCl)Nc1cn(-c2ccccc2)nc1-c1ccc(F)cc1,-5,11,-11,-4,-4,-6,-12,1
Cc1ccccc1NC(=O)CSc1nnc(Cc2ccccc2)o1,4,6,1,1,17,4,6,1
O=C(Nc1cnccn1)c1ccncc1,5,-5,-2,-3,6,-7,3,-3
Cc1ccc(OCC(O)Cn2c(N)nc3c2c(=O)n(C)c(=O)n3C)cc1 (stereo unspecified),0,-8,6,-6,27,7,-1,-1
COc1ccc(S(=O)(=O)NCC(c2ccc3c(c2)OCO3)N2CCOCC2)cc1C (stereo unspecified),-13,7,1,9,13,-1,-4,2
COC(=O)Cc1coc2cc(OC)ccc12,-12,0,2,-4,8,6,-2,1
On1c(-c2ccccc2Cl)nc2ccccc21,5,-5,0,-7,3,6,8,2
CCNc1nc(NCC)n2c(SCC(=O)Nc3ccc(F)cc3[N+](=O)[O-])nnc2n1,-10,-10,0,-5,9,3,12,2
Cc1ccccc1Nc1c(-c2ccncc2)nc2ccc(Br)cn12,5,8,6,-2,-207,-15,-3,-12
O=C(c1ccco1)N1CCN(C(=O)c2cc(-c3ccccn3)nc3ccc(Cl)cc23)CC1,-16,19,-8,20,27,-37,-5,0
O=S(=O)(Cc1cc(Sc2ccc(Cl)cc2)nc(-c2ccccc2)n1)c1ccccc1,1,15,-8,0,14,-9,-3,1
CCN1CCN(c2ccc(S(=O)(=O)N3CCCCC3)cc2NC(=O)c2sccc2C)CC1,0,13,2,21,10,1,-1,1

# The closing 7 entries of the part before open the next one.
SMILES,SENP6 inh,Apaf1 inhib,SENP7 block,APOBEC3G inh,SENP8 block-1,UBC13 polyUb,SENP8 block-2,SENP1 inh
COC(=O)Cc1coc2cc(OC)ccc12,-12,0,2,-4,8,6,-2,1
On1c(-c2ccccc2Cl)nc2ccccc21,5,-5,0,-7,3,6,8,2
CCNc1nc(NCC)n2c(SCC(=O)Nc3ccc(F)cc3[N+](=O)[O-])nnc2n1,-10,-10,0,-5,9,3,12,2
Cc1ccccc1Nc1c(-c2ccncc2)nc2ccc(Br)cn12,5,8,6,-2,-207,-15,-3,-12
O=C(c1ccco1)N1CCN(C(=O)c2cc(-c3ccccn3)nc3ccc(Cl)cc23)CC1,-16,19,-8,20,27,-37,-5,0
O=S(=O)(Cc1cc(Sc2ccc(Cl)cc2)nc(-c2ccccc2)n1)c1ccccc1,1,15,-8,0,14,-9,-3,1
CCN1CCN(c2ccc(S(=O)(=O)N3CCCCC3)cc2NC(=O)c2sccc2C)CC1,0,13,2,21,10,1,-1,1
CN(Cc1ccccc1)C(=O)CC(c1ccccc1)c1cc(Cl)ccc1O (stereo unspecified),-2,36,-11,-5,1,-3,-4,3
Cc1c(Cl)cccc1NC(=S)NCCc1ccc(Cl)cc1,12,5,-5,-10,-2,12,-5,5
Cc1ccc(C2=CSC3=NCCN23)cc1,-8,-27,1,-8,8,-2,5,2
CCOC1(c2ccccc2)OC(=O)c2ccccc21 (stereo unspecified),1,-11,-2,0,4,-23,-20,1
O=C(NCc1cccc(C(F)(F)F)c1)N1CCN(C(=O)c2ccccc2)CC1,-2,4,5,3,0,3,-5,0
COc1ccccc1-n1c(CNC(=O)c2ccco2)nnc1SCC(=O)Nc1nccs1,-10,-5,-6,1,-32,4,8,2
COc1ccc(NC(=O)C2CCCCN2S(=O)(=O)c2ccc(F)cc2)cc1 (stereo unspecified),-3,-2,1,-8,12,-1,-4,-1
CC(=O)c1c(C)nn(CC(=O)NC2CCCN(Cc3ccc(CC(C)C)cc3)C2)c1C (stereo unspecified),12,1,1,-8,10,-4,-2,0
COc1ccc(C2c3ccc4ccccc4c3Oc3ncn(CCN(C)C)c(=N)c32)cc1 (stereo unspecified),-22,5,3,-10,8,35,0,0
NS(=O)(=O)c1ccc(N=Nc2c(-c3ccccc3)[nH]n(-c3nc(-c4ccccc4)cs3)c2=O)cc1,0,1,-7,-4,30,-67,-13,7
Cc1ccc(-c2ccccc2[C@@H]2C[C@H]3CN(C)C(=O)[C@]34CCCN24)o1,-8,2,-2,-3,3,2,-5,-3
Oc1cccc(CN2CCCCC2)c1,-10,5,6,-6,9,0,1,0
O=C(O)c1cccc(Nc2ccc([N+](=O)[O-])c3nonc23)c1,-3,17,4,-1,27,-212,7,10
COc1ccc(C/C(N)=N/OC(=O)c2cccc([N+](=O)[O-])c2)cc1,-11,19,-7,-7,8,-11,-2,2
Cc1ccc(C(=S)N2CCN(Cc3ccccc3)CC2)s1,-13,5,4,5,5,11,-2,1
O=C(COC(=O)c1ccc(O)cc1O)NC(=O)NCc1ccccc1,18,-2,5,-2,-6,6,-1,2
CC1=CC(C)(C)NC(=S)N1c1ccc(C)c(C)c1,12,5,-8,-3,9,-16,-11,1
Cn1cccc1C(=O)NC(=O)COC(=O)CC12CC3CC(CC(Br)(C3)C1)C2,-8,20,11,0,-36,-9,20,-5
COC(=O)C(C)Oc1ccc(Oc2nc(Cl)ccc2Cl)cc1 (stereo unspecified),-42,9,6,-7,0,5,-25,1
Cc1c(NC(=O)c2nn(C)c(=O)c3ccccc23)c(=O)n(-c2ccccc2)n1C,3,17,8,-2,5,-7,5,1

# An excerpt of the results above, for reference:
SMILES,SENP6 inh,Apaf1 inhib,SENP7 block,APOBEC3G inh,SENP8 block-1,UBC13 polyUb,SENP8 block-2,SENP1 inh
COc1ccc(C(=O)/C(=C\N(C)C)n2nc(C)cc2C)cc1,18,-36,3,-12,19,13,3,-1
Cc1c(C(=O)N/N=C/c2ccncc2)nnn1-c1nonc1N,-30,-12,7,-6,0,2,-15,2

# New compounds follow
SMILES,SENP6 inh,Apaf1 inhib,SENP7 block,APOBEC3G inh,SENP8 block-1,UBC13 polyUb,SENP8 block-2,SENP1 inh
COc1ccc(-c2c(-c3ccccc3)n(C)c3ccccc23)cc1,-7,11,4,-6,-496,34,3,-38
COc1ccc(CCNc2ncnc3c2oc2ccccc23)cc1OC,-22,-2,-1,-3,14,9,-8,3
COCC1CCCN(Cc2nc(C(c3ccccc3)c3ccccc3)no2)C1 (stereo unspecified),14,-11,6,-4,8,8,4,1
Cc1c(/C=N/NC(=O)c2cccnc2)c2ccccn2c1C(=O)c1ccc(F)cc1,0,4,2,-7,x,-17,-6,x
CCc1ccc(CSc2nccn2-c2ccccc2)cc1,-5,-2,-8,-6,20,5,-1,1
O=C(CSc1cn(CCNC(=O)c2c(F)cccc2F)c2ccccc12)NCC1CCCO1 (stereo unspecified),10,-8,-5,-6,0,-1,-5,4
O=C(NCc1ccc(Cl)cc1)C1CCC(=O)N(C2CC2)C1 (stereo unspecified),-29,2,-9,-4,9,-2,-15,1
CCOc1cc(O)c(-c2[nH]ncc2-c2nc(C)cs2)cc1CC,-3,14,-6,-6,-31,9,-13,-5
COc1ccc(C(=O)Nc2cc(C(F)(F)F)ccc2Cl)cc1OC,-3,5,4,-2,5,6,-2,0
COCCN(C(=O)Cc1cccs1)C(C(=O)NC1CCCC1)c1ccc(OC)c(OC)c1 (stereo unspecified),-9,6,-10,-7,5,-10,-8,1
Cc1cc2c3c([nH]c2cc1S(=O)(=O)NCc1ccc(CN2CCCCCC2)o1)CCCC3=O,-3,11,-15,9,9,-11,8,-7
CSc1ccc(NC(=O)Nc2cccn(Cc3ccccc3F)c2=O)cc1,63*,7,49,-12,-190,10,44,0
CCOC(=O)c1nn(-c2cccc(C)c2)c2nc(-c3ccccc3)c(C#N)c(=O)n12,-18,18,-4,-6,-410,10,-3,3
Cc1ccc(CNC(=O)COc2ccc(S(=O)(=O)N3CCCC3)cc2)cc1,-18,6,4,8,17,1,-2,3
N=c1c2c(-c3ccccc3)c(-c3ccccc3)n(Cc3ccco3)c2ncn1CCN1CCOCC1,-4,32,5,0,-1,0,-2,-1
Cc1c(N=C(N)/N=C(\N)Nc2ccccc2)c(=O)n(-c2ccccc2)n1C,-2,-3,5,-10,13,14,0,0
CCOC(=O)Nc1sc2c(c1C(N)=O)CCC(C)C2 (stereo unspecified),-3,-18,0,-7,-3,6,-10,-4
Cc1noc(C)c1NC(=O)N(C)C[C@H]1Oc2ccc(NS(=O)(=O)c3cn(C)cn3)cc2C(=O)N([C@H](C)CO)C[C@@H]1C,8,3,2,-7,8,4,-3,2
C=CCN(C(=O)c1csnn1)C(C(=O)NC1CCCC1)c1cccs1 (stereo unspecified),-7,0,-15,-3,-2,-4,-11,1
